# Screening data (PubChem)
# MRP reversal = compounds reversing MRP-mediated drug resistance | differential viability (reversal), % at 10 µM | H69AR cells + 2 uM doxorubicin, CellTiter-Glo, 72 h | 85,000 tested, 0.04% active;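 active = viability drop by adding the cancer drug above about 55%, with treated viability meeting a 40% cutoff, limit read from the data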;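 note: viability without doxorubicin minus viability with 2 µM doxorubicin for each compound; larger differential means the compound sensitizes cells more to doxorubicin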
# Bcl-B displacement = displacers of TR3 peptide from Bcl-B, primary screen, selectivity assay for Bfl-1 inhibitor project, biochemical, fluorescence polarization; displacement, % at 20 µM; hits with a dose series show IC50 in µM; 96,000 tested, 0.11% active; FP displacement of FITC-TR3 peptide from Bcl-B; higher % means a stronger effect; AID 748;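 active = displacement above 50% at 20 µM plus a fluorescence interference ratio under 1.5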;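 note: plate controls were wells without compound for no effect and wells lacking Bcl-B protein for full effect; a part of the inactive calls stands beside numbers as strong as those of hits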
# IL1B NFkB inh = blocks IL-1B driven NFkB nuclear translocation in HUVEC cells. HUVEC IL-1B NFkB p65 nuclear translocation imaging. inhibition, % at 2 µM. 94,000 tested, 0.43% active;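 active = inhibition above about 30% together with a positive call from visual inspection of the well image, limit read from the data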;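 note: nuclear over cytoplasmic p65 intensity ratio measured by imaging; 0% = IL-1B stimulated DMSO wells and 100% = unstimulated DMSO wells; values of inactives mirror those of a sister screen read the other way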
# IL1B NFkB pot = enhances IL-1B driven NFkB nuclear translocation. 94,000 tested, 0.3% active. activation, % at 2 µM. AID 819. HUVEC IL-1B NFkB p65 nuclear translocation imaging;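 active = activation above 40%, about the mean plus 3 SD, also judged a hit on visual image review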;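 note: percent activation is computed from the nuclear over cytoplasmic p65 intensity ratio; values of inactives mirror those of a sister screen read the other way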
# PLAP inhibitors HTS = inhibition of human placental alkaline phosphatase – biochemical, luminescence, HTS (AID 690). purified PLAP, luminescent substrate; higher % means a stronger effect. inhibition, % at 20 µM; hits with a dose series show IC50 in µM. 96,000 tested, 0.08% active; in the data active = a potency from the dose series; inactive = the rest, 99 in 100 with inhibition below about 30%; note: strong numbers were not always called active
# MRP reversal cytotoxicity = also measured in MRP reversal; calls as there; viability, %; H69AR cells, CellTiter-Glo, 72 h; measured here: cytotoxicity without doxorubicin
# MRP reversal with doxorubicin = further read-out of MRP reversal, marked with its call; viability, %; measured here: viability with 2 uM doxorubicin; active compounds read low
# IL1B NFkB inh cell count 2 µM = further read-out of IL1B NFkB inh, marked with its call; cell count; measured here: cells passing quality filter;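 raw number of nuclei counted in each imaged well without normalization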
# IL1B NFkB pot cell count 2 µM = further read-out of IL1B NFkB pot, marked with its call; cell count; measured here: cells passing quality filter
# Active calls of the source: *; / = no result given.
SMILES	MRP reversal	MRP reversal cytotoxicity	MRP reversal with doxorubicin	Bcl-B displacement	IL1B NFkB inh	IL1B NFkB inh cell count 2 µM	IL1B NFkB pot	IL1B NFkB pot cell count 2 µM	PLAP inhibitors HTS
CN1CC(C(=O)c2ccccc2)C(C(=O)c2ccccc2)C1 (configuration not stated)	/	/	/	6%	4	62	-4	62	-16%
CC(C)Sc1nnc([C@@H](N)Cc2c[nH]c3ccccc23)o1	-5	102	107	0%	-5	85	5	85	-26%
O=C(CCCC1=NS(=O)(=O)c2ccccc2N1)N1CCC2(CC1)OCCO2	/	/	/	-3%	-7	81	7	81	-2%
Cc1nn(C)c(C)c1P(=S)(c1c(C)nn(C)c1C)N(C)C	-9	81	89	-10%	-9	189	9	189	24%
Cn1c(O)c(C=NCCc2c[nH]c3ccccc23)c(=O)n(C)c1=O	/	/	/	-7%	7	124	-7	124	-4%
CC(=Nc1ccc2c(c1)CCC2)c1c(O)n(C)c(=O)n(C)c1=O	15	96	82	4%	/	/	/	/	0%
CCCC(=O)c1c(O)[nH]c(=O)[nH]c1=O	-7	99	106	16%	-7	190	7	190	-12%
CCCN1CC(C)C(OC(C)=O)(c2ccccc2)CC1C (configuration not stated)	2	95	93	/	-9	105	9	105	/
Cc1cc(/C=C2\C(=O)NC(=O)N(C)C2=O)c(C)n1-c1ccc2c(c1)OCO2	/	/	/	-6%	-36	133	36	133	19%
Cc1cc(N2CCOCC2)nc2ccc(NC(=O)CCC(=O)N3CCC4(CC3)OCCO4)cc12	0	91	91	-7%	12	158	-12	158	-35%

# (list continues)
SMILES	MRP reversal	MRP reversal cytotoxicity	MRP reversal with doxorubicin	Bcl-B displacement	IL1B NFkB inh	IL1B NFkB inh cell count 2 µM	IL1B NFkB pot	IL1B NFkB pot cell count 2 µM	PLAP inhibitors HTS
CCCS(=O)(=O)N1CCC(C(=O)N2CCC3(CC2)OCCO3)CC1	9	84	75	0%	-2	138	2	138	1%
CCCCCCN=Cc1c(O)n(C)c(=O)n(C)c1=O	-13	63	76	-5%	-6	175	6	175	-9%
CCCCn1c(O)c(C(C)=Nc2cccc(C(=O)O)c2)c(=O)[nH]c1=O	4	89	85	0%	7	157	-7	157	-4%
CN1C(=O)C(Cc2ccsc2)C(=O)N(C)C1=O	3	98	94	-1%	-3	133	3	133	8%
COc1ccc(-c2cc(C(F)(F)F)n3nc(C(=O)N4CCC5(CC4)OCCO5)cc3n2)cc1OC	6	83	77	-9%	1	16	-1	16	-24%
Cc1sc2ncn(CC(=O)NCCCC(=O)N3CCC4(CC3)OCCO4)c(=O)c2c1C	/	/	/	4%	8	187	-8	187	4%
O=C(COc1ccc2ccccc2c1)N1CCN(C2CCN(Cc3ccccc3)CC2)CC1	19	96	76	0%	-12	72	12	72	-38%
COc1ccc(OCC(=O)Nc2ccc(Cl)cc2C(=O)c2ccccc2)cc1	/	/	/	-5%	5	167	-5	167	0%
O=C1NC(=O)N(CCNc2ncc(C(F)(F)F)cc2Cl)C(=O)C1/C=N/OCc1c(F)cccc1Cl (configuration not stated)	/	/	/	-7%	-5	129	5	129	-10%
COc1ccc(-c2nc3ccccc3n2OC(=O)N(C)C)cc1	-21	64	85	-9%	2	174	-2	174	-17%

# A section from the list above:
SMILES	MRP reversal	MRP reversal cytotoxicity	MRP reversal with doxorubicin	Bcl-B displacement	IL1B NFkB inh	IL1B NFkB inh cell count 2 µM	IL1B NFkB pot	IL1B NFkB pot cell count 2 µM	PLAP inhibitors HTS
Cc1sc2ncn(CC(=O)NCCCC(=O)N3CCC4(CC3)OCCO4)c(=O)c2c1C	/	/	/	4%	8	187	-8	187	4%
O=C(COc1ccc2ccccc2c1)N1CCN(C2CCN(Cc3ccccc3)CC2)CC1	19	96	76	0%	-12	72	12	72	-38%
COc1ccc(OCC(=O)Nc2ccc(Cl)cc2C(=O)c2ccccc2)cc1	/	/	/	-5%	5	167	-5	167	0%
O=C1NC(=O)N(CCNc2ncc(C(F)(F)F)cc2Cl)C(=O)C1/C=N/OCc1c(F)cccc1Cl (configuration not stated)	/	/	/	-7%	-5	129	5	129	-10%
COc1ccc(-c2nc3ccccc3n2OC(=O)N(C)C)cc1	-21	64	85	-9%	2	174	-2	174	-17%

# Quoted at random: two records from the list, in no set order.
SMILES	MRP reversal	MRP reversal cytotoxicity	MRP reversal with doxorubicin	Bcl-B displacement	IL1B NFkB inh	IL1B NFkB inh cell count 2 µM	IL1B NFkB pot	IL1B NFkB pot cell count 2 µM	PLAP inhibitors HTS
COc1ccc(-c2cc(C(F)(F)F)n3nc(C(=O)N4CCC5(CC4)OCCO5)cc3n2)cc1OC	6	83	77	-9%	1	16	-1	16	-24%
O=C(COc1ccc2ccccc2c1)N1CCN(C2CCN(Cc3ccccc3)CC2)CC1	19	96	76	0%	-12	72	12	72	-38%

# (continued)
SMILES	MRP reversal	MRP reversal cytotoxicity	MRP reversal with doxorubicin	Bcl-B displacement	IL1B NFkB inh	IL1B NFkB inh cell count 2 µM	IL1B NFkB pot	IL1B NFkB pot cell count 2 µM	PLAP inhibitors HTS
CC(=O)c1ccc2c(c1)C1C(Cl)C(Sc3ccccc3[N+](=O)[O-])CC1C(c1ccccc1)N2 (configuration not stated)	2	59	57	7%	-2	160	2	160	11%
CC(=O)NC(C)Cc1ccccc1 (configuration not stated)	-22	81	103	-2%	/	/	/	/	4%
COc1ccc(CCn2c(O)c(C=NCc3cccnc3)c(=O)[nH]c2=O)cc1OC	8	97	89	-4%	-2	191	2	191	26%
CCC(=O)c1c(O)n(C2CCCCCC2)c(=O)[nH]c1=O	-20	76	95	-1%	12	78	-12	78	-19%
O=C(c1ccncc1)C12CN3CN(CN(C3)C1)C2	7	94	87	-2%	-13	141	13	141	24%
CCOCCN1CCN(c2nnc3n2-c2ccc(Cl)cc2C(c2ccccc2Cl)=NC3)CC1	/	/	/	-4%	3	155	-3	155	-52%
Cc1ccccc1-n1c(O)c(C=NCCN2CCOCC2)c(=O)[nH]c1=O	13	106	93	-18%	5	127	-5	127	19%
CCCCn1c(O)c(C(C)=NCC2CCCO2)c(=O)[nH]c1=O (configuration not stated)	-1	86	87	4%	8	76	-8	76	13%
O=C(Oc1c(Cl)cc(Cl)c2ccccc12)N1CCCCC1	10	78	68	5%	-4	124	4	124	7%
CC(=O)OC1(c2ccccc2)CCN(C)C(C)C1C (configuration not stated)	10	98	88	/	-36	99	37	99	/

# (cont.)
SMILES	MRP reversal	MRP reversal cytotoxicity	MRP reversal with doxorubicin	Bcl-B displacement	IL1B NFkB inh	IL1B NFkB inh cell count 2 µM	IL1B NFkB pot	IL1B NFkB pot cell count 2 µM	PLAP inhibitors HTS
CC(=O)OC1N=C(c2ccc(Cl)cc2)c2cc(Br)ccc2NC1=O (configuration not stated)	-6	72	77	-1%	-11	159	11	159	-37%
COCCn1c(-c2ccccc2)cc(C(=O)O)c1C	-2	91	93	/	11	69	-11	69	/
COc1ccc(CC2c3cc(OC)c(OC)cc3CCN2C)cc1OC (configuration not stated)	-4	81	84	-6%	0	189	0	189	-90%
C=C1N2CCC(CC2)C1(O)c1ccc(C)c(C)c1 (configuration not stated)	17	101	84	/	3	89	-3	89	/
CC1=C(C(=O)N2CCC3(CC2)OCCO3)C2(CCC(C)CC2)OC1=O (configuration not stated)	15	98	83	-9%	4	147	-4	147	-33%
Cc1ccc(-n2c(O)c(C=NCCN3CCOCC3)c(=O)[nH]c2=O)cc1	0	96	96	-1%	-1	57	1	57	-17%
CCOC(=O)C(=O)NC1CCSC1=O (configuration not stated)	3	90	87	-2%	-23	49	23	49	-2%
CCOC(=O)c1ccc(NC(=O)C2C3C=CC(O3)C2C(=O)O)cc1 (configuration not stated)	-16	94	110	6%	-8	93	8	93	-8%
Cc1nc2c(-c3ccccc3)c(C)nn2c(C)c1CCC(=O)N1CCC2(CC1)OCCO2	/	/	/	/	-10	165	10	165	/
Cc1nc2c(c(C)nn2-c2ccccc2)c(C)c1CCC(=O)N1CCC2(CC1)OCCO2	4	83	79	-8%	/	/	/	/	-48%

# Other records.
SMILES	MRP reversal	MRP reversal cytotoxicity	MRP reversal with doxorubicin	Bcl-B displacement	IL1B NFkB inh	IL1B NFkB inh cell count 2 µM	IL1B NFkB pot	IL1B NFkB pot cell count 2 µM	PLAP inhibitors HTS
FC(F)(F)c1ccc2c(c1)N(CCCN1CCN(CCCl)CC1)c1ccccc1S2	0	1	1	17%	16	133	-16	133	-88%
C/C(CCc1c[nH]c2ccccc12)=N\O	-3	79	82	7%	-13	153	13	153	-49%
C=C(C)c1cccc(C(C)(C)NC(=O)NC2CN3CCC2CC3)c1 (configuration not stated)	13	114	101	7%	/	/	/	/	9%
Cc1cc(C)cc(N2C(=O)NC(=O)/C(=C\c3cccn3-c3ccc(Cl)cc3)C2=O)c1	/	/	/	-13%	1	64	-1	64	-18%
CN1C(=O)C(C2c3ccccc3C(=O)N2Cc2ccc([N+](=O)[O-])cc2)C(=O)N(C)C1=O (configuration not stated)	10	101	91	8%	-17	165	17	165	16%
Cc1ccc(Cl)cc1N1CCN(CCN)CC1	/	/	/	-10%	-7	118	7	118	-20%
CC(=NCc1cccnc1)c1c(O)n(Cc2ccccc2)c(=O)[nH]c1=O	-4	81	85	/	-9	170	9	170	/

# An excerpt from above, reduced to IL1B NFkB pot.
structure,IL1B NFkB pot
FC(F)(F)c1ccc2c(c1)N(CCCN1CCN(CCCl)CC1)c1ccccc1S2,-16
Cc1cc(C)cc(N2C(=O)NC(=O)/C(=C\c3cccn3-c3ccc(Cl)cc3)C2=O)c1,-1

# These rows are one share of the data, so the mix of outcomes need not match the whole.
